Screens from PubChem BioAssay.
tim10-1 inh: tim10-1 yeast growth inhibition; 330,000 tested, 2.2% active; S. cerevisiae tim10-1 ts strain growth, BacTiter-Glo, 24 h; inhibition, % at 20 µM;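 active = inhibition of at least 40%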;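 also: mutant grown at 25 °C; 0% = DMSO wells with yeast and 100% = wells holding no yeast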
697 NFkB inh: inhibitors of the PMA/ionomycin-induced NF-kB reporter in 697 B cells; 330,000 tested, 0.33% active; 697 B-cell NF-kB luciferase reporter, 16 h; inhibition, % at 4 µM; in the data active = inhibition above about 35%
Jurkat NFkB inh: inhibitors of the PMA/ionomycin-induced NF-kB reporter in Jurkat cells; PMA/ionomycin-induced NF-kB luciferase reporter, luminescence; inhibition, % at 4 µM; 330,000 tested, 0.53% active; AID 435003; in the data active = inhibition above about 50%
TIM10 inh: inhibits growth of TIM10 yeast strain; 330,000 tested, 1.4% active; S. cerevisiae TIM10 strain growth, BacTiter-Glo luminescence, 24 h; inhibition, % at 10 µM;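 active = inhibition of 40% or more at the single tested concentration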;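 also: wild-type TIM10 isogenic control strain grown at permissive 25 °C; 0% = DMSO yeast wells and 100% = minimal medium wells without yeast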
Mdm2 MdmX PPI: disrupts the human Mdm2-MdmX interaction | O15151+Q00987 | SaOS-2 split-luciferase Mdm2/MdmX complementation, luminescence | inhibition, % at 8 µM | 330,000 tested, 3% active | AID 485346;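 active = inhibition of at least 50% at 8 µM in the primary screen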
Target sequence (O15151 whole entry, looked up): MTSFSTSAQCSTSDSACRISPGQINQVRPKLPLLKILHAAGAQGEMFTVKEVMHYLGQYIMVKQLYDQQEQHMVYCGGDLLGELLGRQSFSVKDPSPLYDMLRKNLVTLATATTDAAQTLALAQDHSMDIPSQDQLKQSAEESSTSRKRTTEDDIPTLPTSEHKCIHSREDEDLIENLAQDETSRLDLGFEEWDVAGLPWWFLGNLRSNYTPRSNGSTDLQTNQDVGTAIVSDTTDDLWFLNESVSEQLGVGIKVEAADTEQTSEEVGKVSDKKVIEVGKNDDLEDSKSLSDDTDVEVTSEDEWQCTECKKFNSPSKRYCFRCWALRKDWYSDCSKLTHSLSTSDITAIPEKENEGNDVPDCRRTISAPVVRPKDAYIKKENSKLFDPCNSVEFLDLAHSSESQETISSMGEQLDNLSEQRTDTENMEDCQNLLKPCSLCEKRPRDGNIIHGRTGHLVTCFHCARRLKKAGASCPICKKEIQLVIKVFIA
Target sequence (Q00987 whole entry, looked up): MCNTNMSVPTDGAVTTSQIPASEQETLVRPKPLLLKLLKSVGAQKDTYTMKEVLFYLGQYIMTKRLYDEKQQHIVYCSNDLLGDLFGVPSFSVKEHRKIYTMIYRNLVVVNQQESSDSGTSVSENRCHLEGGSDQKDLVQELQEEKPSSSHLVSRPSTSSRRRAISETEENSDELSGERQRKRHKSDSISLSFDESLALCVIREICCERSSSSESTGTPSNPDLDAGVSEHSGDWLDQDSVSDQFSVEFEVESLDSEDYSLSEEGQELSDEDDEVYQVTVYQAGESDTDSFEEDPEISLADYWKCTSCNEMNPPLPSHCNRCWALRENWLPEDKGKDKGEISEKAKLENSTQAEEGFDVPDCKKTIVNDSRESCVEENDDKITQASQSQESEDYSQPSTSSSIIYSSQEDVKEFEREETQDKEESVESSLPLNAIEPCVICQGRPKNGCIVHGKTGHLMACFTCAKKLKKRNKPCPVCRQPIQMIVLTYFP
UPR CHOP act: activators of apoptotic arm of unfolded protein response (CHOP); CHO-CHOP luciferase reporter, UPR activation, luminescence; percent of tunicamycin response over DMSO baseline; activation, % at 10 µM; 330,000 tested, 0.34% active;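 active = at 10 µM dose, activation of 40% or more, normalized to positive control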;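 also: 100% = tunicamycin at 10 µg/mL and 0% = DMSO alone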
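System: CHO-CHOP luciferase reporter cell line; amount: 500 cells/well; buffer or medium: F12 medium containing 10% fetal bovine serum; incubation: 6 h compound exposure at 37 °C after overnight seeding; measured by: luciferase luminescence after 10 min with Steady-Glo reagent; evaluation: % reporter activation, DMSO baseline versus tunicamycin full activation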
XBP1 UPR activ: adaptive UPR (XBP1) activation; CHO-XBP1 luciferase reporter, IRE1-XBP1 UPR activation, luminescence; percent of tunicamycin response, DMSO as zero; activation, % at 20 µM; 330,000 tested, 0.33% active; AID 463104;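 active = versus positive control, 20 µM dose yields 30% or more activation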;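 also: 100% = tunicamycin at 10 µg/mL and 0% = DMSO only wells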
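assay system = CHO-XBP1 luciferase reporter cells | amount = 1000 cells/well | buffer or medium = F12 plus 10% FBS | compound dosing = single point, 20 µM final compound, 1% DMSO | incubation = 16-18 h cell attachment at 37 °C, then 6 h compound exposure | detection = Steady-Glo luminescence read | controls = tunicamycin 10 µg/mL and vehicle-only wells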
tim23-1 inh: tim23-1 yeast growth inhibition; 330,000 tested, 1.3% active; S. cerevisiae tim23-1 growth, BacTiter-Glo luminescence, 24 h; inhibition, % at 20 µM;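 active = growth inhibition of the mutant yeast at or above 50%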;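 also: temperature-sensitive mutant grown at 25 °C; plate controls were DMSO-treated mutant yeast for no effect and medium wells lacking yeast for full effect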
The depositor's hits bear a star.

SMILES	tim10-1 inh	697 NFkB inh	Jurkat NFkB inh	TIM10 inh	Mdm2 MdmX PPI	UPR CHOP act	XBP1 UPR activ	tim23-1 inh
O=C(Nc1ccc(Cl)c(Cl)c1)c1ccccc1NC(=O)C1CC=CCC1C(=O)O (stereo not drawn)	15	-23	-26	2	-5	-1.6	0	3
Cc1cc(C)nc(SC2CCOC2=O)n1 (stereo not drawn)	-4	18	-10	2	15	-2.7	1	7
Cc1ccc(N2CCN(S(=O)(=O)c3c(C)noc3C)CC2C)cc1 (stereo not drawn)	34	1	-7	19	11	2.0	1	36
COc1cccc(OC)c1C(=O)Nc1ccc(N2CCCC2)cc1	17	-8	-10	4	12	0.1	-2	14
Clc1ccccc1-c1csc(Nc2cccnc2)n1	5	-26	-44	16	-42	0.8	3	15
Cc1occc1C(=O)N1CCN(c2ccc(Cl)c(Cl)c2)CC1	32	15	4	3	-13	1.5	-1	30
COc1ccc(NC(=O)COc2ccc(C(=O)NCc3cccnc3)cc2OC)cc1	-3	10	9	-10	3	0.2	1	-5
CC1CC(C)CN(C2CCN(Cc3cccnc3)CC2)C1 (stereo not drawn)	2	-6	-13	16	7	-0.3	-2	8
CC(=O)Nc1ccc(NC(=O)CCC(=O)OCC(=O)c2ccc(C)c([N+](=O)[O-])c2)cc1	0	-6	-3	-10	22	-2.0	-1	2
O=C(CSc1nc(=O)n2ccccc2n1)NCc1ccccc1	-20	-25	4	2	2	0.1	-2	-14
COc1ccc(-n2nc(C(=O)NCC(=O)NC3CCCC(C)C3C)c3ccccc3c2=O)cc1 (stereo not drawn)	14	14	-1	20	16	0.6	1	26
O=c1oc2ccccc2c(N2CCOCC2)c1[N+](=O)[O-]	-10	16	3	2	19	1.5	2	0
COc1cc(NC(=O)CCn2c(=S)oc3ccccc32)cc(OC)c1OC	1	-2	-16	12	-1	-2.4	1	11
Cc1onc(-c2ccccc2)c1C(=O)Nc1cccnc1	1	18	-10	5	9	1.1	0	-9
COCCN(C(=O)c1c(C)noc1C)c1c(N)n(CC(C)C)c(=O)[nH]c1=O	-5	2	2	3	10	2.1	0	-9
Cc1cccc(NC(=S)NC(=O)/C=C/c2ccccc2)n1	3	-48	-32	6	-46	2.2	-1	-7
CC1CCc2nc(NC(=O)c3cc(C(C)(C)C)nn3C)sc2C1 (stereo not drawn)	25	-23	-18	32	33	7.9	6	30
C=CCNC(=O)c1onc(CCl)c1C(=O)OC	2	14	6	1	6	0.8	-2	8
COc1ccc2c(C)cc(SCn3nnc4ccccc4c3=O)nc2c1	9	-12	7	3	22	-0.9	-1	12
CCCn1nc(C(=O)N2CCCc3ccccc32)c2ccccc2c1=O	25	-16	15	9	-21	-0.8	-3	29
O=C(O)CCc1nn2cnc3sc4c(c3c2nc1=O)CCCC4	5	13	-13	-3	15	-2.1	-1	12
CN(c1ccccc1)S(=O)(=O)c1cccc(C(=O)NC2CC(C)(C)NC(C)(C)C2)c1	-3	-4	-19	4	-6	-0.5	-1	1
CCCC1Cc2nc(Cl)c(C#N)cc2CO1 (stereo not drawn)	15	-1	-3	8	10	-1.1	-2	10
CN1C(=O)CC(c2ccco2)Sc2ccccc21 (stereo not drawn)	15	39*	-2	12	29	1.7	4	2
CC(=O)Nc1ccc(C(=O)OCC(=O)N(C)C2CCCCC2)cc1	31	-5	-1	5	-37	0.5	-2	14

Limited to TIM10 inh (three entries from above):
Compound	TIM10 inh
Cc1occc1C(=O)N1CCN(c2ccc(Cl)c(Cl)c2)CC1	3
COc1ccc(NC(=O)COc2ccc(C(=O)NCc3cccnc3)cc2OC)cc1	-10
CC1CC(C)CN(C2CCN(Cc3cccnc3)CC2)C1 (stereo not drawn)	16

Next results follow:
SMILES	tim10-1 inh	697 NFkB inh	Jurkat NFkB inh	TIM10 inh	Mdm2 MdmX PPI	UPR CHOP act	XBP1 UPR activ	tim23-1 inh
COCCCNC(=O)CN1CCN(Cc2ccc(Cl)cc2)C1=O	-4	-2	16	-12	16	-1.0	-1	-5
Nc1ncnc(Nc2ccc(F)cc2)n1	1	13	5	-3	16	2.2	-2	-7
CCn1c(N)c(C(N)=O)sc1=S	9	25	-3	7	-3	-1.8	-1	11
COc1ccccc1NS(=O)(=O)c1cccc(C(=O)N/N=C/c2ccc(N3CCOCC3)cc2)c1	-3	16	12	8	21	2.0	-3	6
O=C(Nc1ccccc1)Nc1nnc(CSCc2ccccc2Cl)s1	32	-3	-1	14	85*	0.0	-2	3
Cc1ccc(S(=O)(=O)NN2C(=O)/C(=C/c3ccc(F)cc3)SC2=S)cc1	30	14	-5	14	1	2.4	1	22
O=c1[nH]c(C2CCCN(S(=O)(=O)c3cccc(Cl)c3)C2)nc2c1nnn2Cc1ccc2c(c1)OCCO2 (stereo not drawn)	3	3	5	9	17	3.4	3	2
Cc1ccc(C(=O)NC(=S)NNS(=O)(=O)c2ccc(C)cc2)cc1	14	-15	4	34	14	0.7	0	43
CC(=Nc1ccccc1)C1=C(O)CC(C)(C)CC1=O	3	11	-5	5	34	1.0	-2	3
COc1ccc(N2CCN(C(=O)CSc3nnc(-c4ccco4)n3C)CC2)cc1	18	12	-12	-11	9	-2.6	-5	16
Cc1ncsc1C(=O)NCc1ccc(N2CCCC2=O)cc1	8	17	9	4	7	-2.6	0	8
O=C(Nc1cccc2ncccc12)c1ccc(OCc2ccccc2)cc1	-6	-13	14	-6	19	-0.9	1	-4
O=[N+]([O-])c1cc(Cl)ccc1Sc1ccccn1	11	12	5	12	2	0.9	-2	5
CCCCC(CC)COP(=O)(OCC(CC)CCCC)OCC(CC)CCCC (stereo not drawn)	10	10	0	0	10	2.4	0	6
Cc1cccc(N(CC(=O)NC(C)(C)C)C(=O)CCC(=O)Nc2ccccn2)c1	2	9	6	1	18	-0.8	-6	-5
COc1ccccc1N1C(=O)c2cccc3c(N(C)CCO)ccc(c23)C1=O	14	-9	10	9	-18	5.1	-4	21
O=C(N1CCCCC1)C1(c2ccccc2)CCCCC1	22	2	0	14	-28	-1.2	-4	44
Cc1cc(C)nc(OC(C(=O)O)C(OCCc2ccccc2)(c2ccccc2)c2ccccc2)n1 (stereo not drawn)	14	4	1	6	-21	0.6	-2	6
CN1CCC(NC(=O)c2ccncc2)CC1	4	8	9	-1	6	-0.8	-1	-2
O=[N+]([O-])c1ccc(Oc2cccnc2)nc1	-9	16	-4	-13	13	-0.8	-3	-1
COc1ccc(Cl)cc1NC(=O)NCCCl	21	7	-9	13	7	-3.9	0	16
COc1ccc(NC(=O)CS(=O)(=O)c2ccc(C)cc2)c(OC)c1	-7	-7	14	0	21	-0.1	-3	2
COc1ccccc1CNC(=O)C(C)Sc1ccc(C)cc1 (stereo not drawn)	-1	3	-26	-3	-11	-0.9	-1	15
CC1C/C(=N\NC(=S)NC(C)C)CC(C)(C)C1 (stereo not drawn)	39	1	-7	32	9	0.7	-3	22
COc1cc(-c2nnc(SCc3c(F)cccc3Cl)o2)cc(OC)c1OC	9	20	4	11	39	2.8	12	13

More results:
SMILES	tim10-1 inh	697 NFkB inh	Jurkat NFkB inh	TIM10 inh	Mdm2 MdmX PPI	UPR CHOP act	XBP1 UPR activ	tim23-1 inh
CC(C)(C)n1nc2c(c1NC(=O)c1ccc(Br)o1)CS(=O)C2 (stereo not drawn)	10	12	-3	0	9	-0.2	2	11
CC1CCC2(CC1)NC(=O)N(CC(=O)NCCc1ccccc1)C2=O (stereo not drawn)	0	2	-5	1	35	-1.2	-1	14
O=C(CC12CC3CC(CC(C3)C1)C2)N/N=C\c1ccc[nH]1	32	9	8	46*	18	2.0	1	36
CCOC(=O)c1ccc(NC(=O)CSc2ccc(-c3ccncc3)nn2)cc1	6	22	11	8	19	-1.8	-2	8
CC(C)CNC(=O)COC(=O)c1c2c(nc3ccccc13)CCC2	25	1	-9	7	18	5.4	-4	11
CC(=O)Nc1ccc(N2CCN(C(C)=O)CC2)cc1	12	9	-4	-10	-63	2.8	2	16
CCOC(=O)c1ccccc1NC(=O)c1c(F)c(F)c(F)c(F)c1F	22	-15	-2	8	19	-0.6	2	14
CCOC(=O)c1cnc2ccc(C)cc2c1Nc1ccc(N2CCOCC2)cc1	41*	-39	3	15	42	1.4	-2	-17
O=S(=O)(c1ccccc1F)N1CCN(Cc2cc3c(cc2O)OCO3)CC1	9	16	2	4	-18	0.0	-3	16
Cc1cccc(C)c1-n1ncc(C(=O)NC2CCCC2)c1C1CCNCC1	6	2	2	2	22	2.7	-5	8
COc1cccc(Cc2n[nH]c(=S)n2Cc2ccco2)c1	-19	4	6	5	9	0.8	0	10
Cc1ccc(-c2nc(NC(=O)c3ccc(S(=O)(=O)N(CCC#N)CCC#N)cc3)sc2-c2ccccc2)cc1	-1	-1	-12	7	-26	1.5	-1	6
CC12CCC(=O)N1C(C(=O)Nc1cc(Cl)ccc1N1CCOCC1)CS2 (stereo not drawn)	16	-5	7	10	18	0.6	-3	25
O=C(NCc1ccccc1Cl)c1ccc2c(c1)OCO2	8	17	4	2	16	1.9	-4	11
COC(=O)c1ccccc1NC(=O)Cn1c(=O)n(CCC(=O)NC2CCN(Cc3ccccc3)CC2)c(=O)c2ccccc21	12	0	-15	-8	35	-1.3	-2	-7
COC(=O)NC(=S)Nc1ccc(Oc2ccc(Cl)cc2Cl)c(Cl)c1	26	-9	30	32	43	-0.2	6	21
COc1ccccc1N(CC(=O)NCCc1ccccc1)S(C)(=O)=O	20	10	-9	-5	19	-0.5	-1	12
CNc1oc(-c2ccccc2Cl)nc1P(=O)(c1ccccc1)c1ccccc1	-24	10	8	15	13	0.2	-3	38
Cc1sc2ncnc(N3CCN(S(=O)(=O)c4ccc(Br)cc4)CC3)c2c1C	21	-39	17	15	14	7.6	-4	31
Cc1ccc(-n2ncc3c2CC(C)(C)CC3NC(=O)CCc2c(C)noc2C)cc1 (stereo not drawn)	12	27	-11	1	5	3.4	1	20
CCN(CC)c1ccc(NC(=O)Cn2ncc3c(C)n(Cc4ccccc4F)c(C)c3c2=O)c(C)c1	-10	-13	-17	-2	-17	2.7	-1	-4
COC(=O)Sc1nnc(-c2ccc(Br)cc2)o1	10	-31	-7	22	18	-0.3	-3	60*
CC(=O)N1CCN(C(=O)c2ccc(-c3cccc(C(F)(F)F)c3)o2)CC1	10	4	6	-8	17	2.1	5	13
Cn1c(Cn2c(=O)sc3ccccc32)nnc1SCC(=O)NCc1ccccc1	-8	-1	14	8	-17	2.5	2	13
CCOc1ccc(C(=O)Nc2cc(C)ccn2)cc1	34	-92	-16	25	-42	-4.7	-8	35
CC(NC(=O)Cc1ccc(F)cc1)c1ccc(F)cc1 (stereo not drawn)	-11	1	1	-16	-17	1.1	-1	-36
O=C(CN1CCC(O)(c2ccc3c(c2)OCO3)CC1)NC1CCCCC1	8	-5	-3	6	5	0.9	-4	4
CN(Cc1c(C(=O)N/N=C/c2cccc(O)c2)nnn1-c1nonc1N)c1ccccc1	-5	-7	-11	10	13	1.2	-5	-4
CC(OC(=O)CSc1ccc([N+](=O)[O-])cc1)C(=O)NCc1ccco1 (stereo not drawn)	1	4	1	-3	30	-0.9	-1	12
C/C(=N\NC(=O)COc1ccc(C(C)(C)C)cc1)c1ccc(N2CCOCC2)cc1	16	11	-1	17	1	-0.4	8	16

Single records, as listed above. Order of screens: tim10-1 inh	697 NFkB inh	Jurkat NFkB inh	TIM10 inh	Mdm2 MdmX PPI	UPR CHOP act	XBP1 UPR activ	tim23-1 inh
CC(OC(=O)CSc1ccc([N+](=O)[O-])cc1)C(=O)NCc1ccco1 (stereo not drawn) reads 1	4	1	-3	30	-0.9	-1	12
O=S(=O)(c1ccccc1F)N1CCN(Cc2cc3c(cc2O)OCO3)CC1 reads 9	16	2	4	-18	0.0	-3	16
Cn1c(Cn2c(=O)sc3ccccc32)nnc1SCC(=O)NCc1ccccc1 reads -8	-1	14	8	-17	2.5	2	13
